Screens: PubChem, Broad Institute
esBAF inh = blocks esBAF chromatin remodeling in mouse ES cells. Bmi1-luciferase knock-in reporter, 24 h; 100% = twice the neutral-well signal. reporter increase, % at 12.5 µM. 350,000 compounds, 2% hits; in the data active means activation above about 40%;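 further: 0% = median of the plate's neutral control wells and 100% = double that signal; a rise in the Bmi1 reporter signal indicates esBAF inhibition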
FN deposition inh = fibronectin deposition inhibition; AH1F fibroblasts, Alexa488-fibronectin deposition fluorescence, overnight; inhibition, % at 12.6 µM; 350,000 compounds, 0.086% hits;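 active means mean inhibition across replicates of 30% or more, regardless of how many single replicates reach that level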;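 further: positive control wells lacked labelled fibronectin entirely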
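Material – AH1F fibroblast monolayer, labelled fibronectin deposition · Reagent – labelled fibronectin 24 nM · Timing – 1 h adhesion, overnight exposure · Measured by – fluorescence at 485 nm excitation, 525 nm emission · Read-out – inhibition of fibronectin deposition signal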
RAD54 inh = blocks human RAD54 Holliday junction branch migration | Q92698 | FAM/BHQ fluorescence | inhibition, % at 10.4 µM | 360,000 compounds, 0.14% hits | AID 602329;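 active means mean normalized replicate activity at least 40 and at least half of replicates scoring 40 or more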;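 further: 0% = median of neutral control wells and 100% = median of positive control wells; inhibitors cause a drop in the FAM fluorescence signal; in these data hits start at about 50%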
An asterisk follows results filed as active.

What do the screens show for `Cc1cccc2c1NC(=O)/C2=C\C(=O)c1cccs1`?
esBAF inh: -0.6; FN deposition inh: -0.7; RAD54 inh: -5.8

Not all compounds are listed. The share of hits here may be higher or lower than overall.
